Bioassay records: PubChem, several laboratories
Calpain2 inh = inhibitors of pig calpain II. purified calpain II, fluorogenic peptide substrate, 30 min. inhibition, % at 16 µM. 0.37% of 220,000 active;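 active means inhibition above about 50%, limit read from the data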
TbHK1 inh = T. brucei hexokinase 1 inhibition; 0.11% of 220,000 active; recombinant TbHK1, G6PDH-coupled NADH A340; inhibition, % at 10 µM;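 active means inhibition of 50% or more in the single-dose primary screen; inactive means inhibition below 50%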
TRPN1 ag = zebrafish TRPN1 (NompC) channel agonism; HEK293 zebrafish TRPN1-YFP, Fluo-8 calcium fluorescence; 100% = response to 87 µM carbachol; activation, % at 3 µM; 0.18% of 220,000 active; AID 1424;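 active means activation above its plate's cutoff, the mean activation of test wells on that plate plus 3 SD, cut at about 19% in these data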;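 further: 0% = DMSO alone and 100% = 87 µM carbachol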
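Control set: carbachol 87 µM as high control, DMSO as low control; system: HEK293 stable line with zebrafish TRPN1-YFP; read-out: % activation versus carbachol response; detection: intracellular calcium fluorescence with Fluo-8; doses: single test compound dose, 3 µM nominal, 0.3% DMSO; schedule: dye 1 h 37 °C plus 30 min RT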
TRPML3 ag = agonists of human TRPML3 channel. 0.29% of 220,000 active. activation, % at 3 µM. HEK293 TRPML3-YFP, Fluo-8 calcium fluorescence; 100% = the carbachol control signal. Q8TDD5;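 active means activation above its plate's cutoff, the mean activation of the plate's test wells plus 3 SD, cut at about 12% in these data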;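 further: 0% = DMSO only wells and 100% = carbachol wells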
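Test system: TRPML3-YFP stable HEK293 cells. Doses: single point at 3 µM. Incubation: dye loading 1 h 37 °C then 30 min ambient, 125 s read. Signal: Fluo-8 calcium dye fluorescence, ex 470-495, em 515-575 nm. Measure: percent activation from peak-to-basal fluorescence ratio, scaled between DMSO and carbachol.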
EBV gp42 inh = blocks Epstein-Barr virus glycoprotein 42 binding | Fluorescence polarization binding assay, mP read-out | inhibition, % (tested at 21.74 µM) | 0.42% of 220,000 active | AID 1085; in the data active means inhibition above about 50%
Cl transport mod = modulators of human KCC2 chloride dependent transport; B-score of Tl+ flux slope (higher = more flux/activation; lower = inhibition) at 10 µM; Q9H2X9; AID 1456; KCC2 cells, thallium flux FluoZin-2 fluorescence; 2.2% of 190,000 active;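 active means thallium flux slope and its plate-corrected score both differing from the plate sample mean at a set confidence after two filtering rounds, in either direction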;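 further: slope of fluorescence scaled to starting intensity during 10 to 20 s after thallium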
Target sequence (Q9H2X9 whole entry, looked up): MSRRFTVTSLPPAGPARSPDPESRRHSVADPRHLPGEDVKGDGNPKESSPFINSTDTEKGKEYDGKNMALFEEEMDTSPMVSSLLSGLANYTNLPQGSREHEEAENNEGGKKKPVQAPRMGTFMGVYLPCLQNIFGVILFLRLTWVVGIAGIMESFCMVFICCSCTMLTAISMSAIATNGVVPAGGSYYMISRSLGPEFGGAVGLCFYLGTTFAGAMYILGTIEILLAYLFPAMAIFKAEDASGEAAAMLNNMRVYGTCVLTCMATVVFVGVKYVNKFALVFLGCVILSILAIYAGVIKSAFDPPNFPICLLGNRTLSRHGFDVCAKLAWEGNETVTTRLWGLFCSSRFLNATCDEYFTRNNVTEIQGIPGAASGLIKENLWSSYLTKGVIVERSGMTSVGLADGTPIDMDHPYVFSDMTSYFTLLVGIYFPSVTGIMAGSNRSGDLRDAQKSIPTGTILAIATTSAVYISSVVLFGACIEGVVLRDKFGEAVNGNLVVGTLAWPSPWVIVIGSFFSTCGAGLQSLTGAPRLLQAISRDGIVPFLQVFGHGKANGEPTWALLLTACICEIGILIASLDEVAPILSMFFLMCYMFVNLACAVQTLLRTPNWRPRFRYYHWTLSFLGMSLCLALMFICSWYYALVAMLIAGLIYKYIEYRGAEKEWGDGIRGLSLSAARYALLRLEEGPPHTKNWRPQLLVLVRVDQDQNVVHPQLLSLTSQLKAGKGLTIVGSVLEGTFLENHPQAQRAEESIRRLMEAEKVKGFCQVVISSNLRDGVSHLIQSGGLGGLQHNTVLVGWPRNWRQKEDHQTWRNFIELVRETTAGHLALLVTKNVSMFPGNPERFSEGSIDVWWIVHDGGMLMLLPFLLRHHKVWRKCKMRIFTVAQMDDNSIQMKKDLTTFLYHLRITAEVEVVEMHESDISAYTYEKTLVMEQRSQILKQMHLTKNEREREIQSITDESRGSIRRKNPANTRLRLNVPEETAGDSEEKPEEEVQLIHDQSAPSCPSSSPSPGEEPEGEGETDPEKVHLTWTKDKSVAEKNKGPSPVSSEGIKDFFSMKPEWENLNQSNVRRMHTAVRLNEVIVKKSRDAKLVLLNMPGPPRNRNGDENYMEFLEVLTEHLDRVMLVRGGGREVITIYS
Thrombin inh = blocks human thrombin protease activity; AID 1046; 0.26% of 220,000 active; alpha-thrombin, Boc-VPR-AMC fluorogenic substrate cleavage; P00734; inhibition, % at 5 µM;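 active means inhibition at or above 40%; inactive means inhibition below 40%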;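 further: 0% = enzyme with no compound and 100% = wells without enzyme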
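Material: Human alpha-thrombin protein | Buffer or medium: pH 7.5 Tris-saline with Tween 20 | Reagent: Boc-VPR-AMC substrate, 15 µM final | Schedule: Reaction at ambient temperature | Detection: AMC fluorescence at 355 nm excitation and 460 nm emission | Evaluation: Percent inhibition scaled between no-compound controls and no-enzyme blanks | Controls: no-compound enzyme wells and no-enzyme blanks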
PPC-1+TRAIL kill = PPC-1 cancer cell killing with TRAIL present; PPC-1 cells + TRAIL, ATPLite viability luminescence; cell killing (% activity), % at 4 µM; 0.41% of 220,000 active;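 active means cell killing above 50% in the first pass at 4 µM, then a duplicate retest at 5 µM averaging 50% or more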;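 further: plate controls were cells with TRAIL plus DMSO for no effect and medium-only wells lacking cells for full effect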
Furin inhibitor = human furin inhibition | P09958 | purified furin, fluorogenic substrate cleavage | inhibition, % at 30 µM | 0.061% of 220,000 active | AID 463115; in the data active means inhibition above about 25%; further: inactives centre near -15
The depositor's hits bear a star; . = not tested or not shown; [ ] = another dose, or the depositor's remark.

SMILES | Calpain2 inh | TbHK1 inh | TRPN1 ag | TRPML3 ag | EBV gp42 inh | Cl transport mod | Thrombin inh | PPC-1+TRAIL kill | Furin inhibitor
CCCCS(=O)CC(COc1ccc(Cl)cc1)OC(=O)c1ccccc1 (stereo not drawn) | 26 | 8 | -0.6 | -1.4 | -6 | -0.75 | 1 | 1 | -15
O=C(Nc1cc(F)cc(F)c1)c1ccc(NCCCN2CCCCCC2)c([N+](=O)[O-])c1 | 24 | 5 | -1.4 | 0.0 | -4 | 0.18 | 1 | 6 | -25
CCCc1nnc(N2C(=O)c3cccc4cccc(c34)C2=O)s1 | -14 | -21 | -1.3 | -0.2 | -5 | . | -1 | 1 | -22[20 µM]
CC(=O)c1cccc(NC(=O)c2ccc(NS(C)(=O)=O)cc2)c1 | -17 | -11 | -0.8 | 0.6 | -13 | 0.65 | 2 | -2 | -7[20 µM]
O=C(NCc1ccc2c(c1)OCO2)c1cccc(Cl)c1 | 8 | 0 | 0.6 | 0.3 | 0 | 0.94 | -5 | -3 | -17
CC(=O)NC(=S)Nc1ccc(S(=O)(=O)N(C)Cc2ccccc2)cc1 | 22 | 1 | 3.9 | 0.9 | -5 | -0.46 | 4 | -5 | -18
O=C(O)CCn1ccnc1-c1ccccc1 | 12 | 4 | 0.3 | 0.3 | -14 | -0.99 | 6 | 15 | -22
O=S(=O)(Nc1ccc(N=Nc2ccccc2)cc1)c1ccccc1 | 0 | 3 | -0.6 | 0.5 | 17 | -0.39 | 3 | 3 | -12
CC([NH2+][O-])C(C)(C)NO (stereo not drawn) | 8 | -7 | -0.9 | 0.1 | -26 | -0.29 | -21 | 9 | -21[20 µM]
CC(C)n1c(SC2CCOC2=O)nc2ccccc21 (stereo not drawn) | -4 | 8 | 0.7 | -1.1 | -4 | -1.1 | 4 | -2 | -25
O=C(NCC(=O)N(CC1CCCO1)C(C(=O)NC1CCCCC1)c1ccccc1)c1cccs1 (stereo not drawn) | 15 | -7 | 1.3 | -0.4 | -11 | . | -3 | -13 | -24[20 µM]
Cc1ccc(S(=O)(=O)N2CCCOC2CNC(=O)C(=O)NCCCn2ccnc2)cc1 (stereo not drawn) | 2 | -4 | -0.4 | 1.4 | -11 | 0.13 | -5 | 39 | -22
N#C/C(=C\c1ccc(Cl)cc1)c1n[nH]c(Cn2cncn2)n1 | -43 | -48 | -0.6 | 0.8 | 9 | 0.91 | -5 | -12 | -15[20 µM]
CCOC(=O)c1ccc(CC2S/C(=C(\C#N)C(C)=O)NC2=O)cc1 (stereo not drawn) | 11 | -33 | 0.9 | 0.8 | -21 | . | 0 | 21 | -17[20 µM]
O=C1CCc2cc(S(=O)(=O)N3CCC(C(=O)Nc4nccs4)CC3)ccc2N1 | 9 | 0 | 1.9 | 0.3 | -19 | 0.7 | -3 | 25 | -19
NC(=O)c1ccc(NC(=O)COC(=O)C2(c3ccccc3F)CCCC2)cc1 | 20 | 2 | 2.0 | 0.4 | -12 | -0.44 | -4 | 10 | -29
Cn1c(=O)oc2cc(S(=O)(=O)N3CCOCC3)ccc21 | 16 | 4 | 0.4 | 1.1 | -1 | 1.5 | -3 | 33 | -19[20 µM]
CCOC(=O)c1c(NC(=O)C2=C(C)NC(=S)NC2c2ccc(CC)cc2)sc(C)c1C (stereo not drawn) | -98 | -9 | -0.3 | 0.6 | -29 | 0.82 | -2 | 1 | -24
COC(=O)[C@H](CCSC)NS(=O)(=O)c1ccccc1Br | -17 | -10 | . | . | -8 | 0.58 | 2 | 19 | -26
CSc1cccc(NS(=O)(=O)c2ccc(C(C)=O)cc2)c1 | -308 | -9 | 2.7 | 1.6 | -23 | -0.0038 | -2 | 5 | -11
O=C(N/N=C/c1cc(Br)cs1)c1c[nH]c2ccccc12 | 49 | -57 | 0.4 | -1.5 | 1 | -1.4 | 10 | 29 | 8
O=C(CCN1C(=O)c2ccccc2C1=O)N1CCN(Cc2ccc(Cl)cc2Cl)CC1 | 2 | -4 | -0.2 | 1.6 | 1 | -1.9 | 4 | -9 | -19
Cc1cc(C)c2[nH]c(=S)cc(C)c2c1 | -12 | -1 | -0.8 | -0.1 | -54 | 31* | -4 | -14 | -9[20 µM]
O=S(=O)(c1ccccc1)N1CCN(C(=S)Nc2ccc(F)cc2)CC1 | 6 | -7 | 1.0 | 0.0 | -1 | 0.38 | -7 | -4 | -27
CCOC(=O)C1(Cc2ccc(OC)cc2)CCN(C(=O)Cn2cnnn2)CC1 | 7 | -3 | 0.7 | 0.4 | 7 | . | 3 | -12 | -19
COC(=O)CC1C(=O)NCCN1C(=S)Nc1cc(C)cc(C)c1 (stereo not drawn) | -6 | 12 | 1.5 | 0.3 | -17 | -0.43 | -7 | 15 | -7
Cc1ccc(NC(=S)N(CCN2CCOCC2)Cc2cc3cc4c(cc3[nH]c2=O)OCO4)cc1 | -82 | -30 | 0.3 | 0.7 | 6 | . | 2 | 26 | -27
C[C@@H](C(=O)N[C@@H](Cc1ccccc1)C(=O)O)n1nnc2ccccc2c1=O | -18 | -2 | 0.3 | 0.8 | 0 | 0.49 | 4 | -16 | -18
Cc1ccc(C)c(S(=O)(=O)N2C(=S)NC(=O)C2CC(C)C)c1 (stereo not drawn) | 34 | 7 | -1.3 | -0.2 | 0 | 0.77 | -7 | 22 | -5[20 µM]
N#Cc1ccsc1NC(=O)COC(=O)CCCSc1nc2ccccc2s1 | -215 | 6 | 0.5 | -0.9 | -7 | 0.72 | -6 | -8 | 5
CCN1C(=O)C(CC(=O)Nc2c(C)cccc2C)SC1=Nc1ccc(S(N)(=O)=O)cc1 (stereo not drawn) | 18 | 4 | 1.8 | 1.3 | 12 | 0.54 | 0 | -14 | -7[20 µM]
Cc1cc(=O)[nH]c2ccccc12 | -21 | -3 | 0.2 | -0.1 | -2 | 0.54 | -4 | 14 | -24
Cc1ccc(-c2csc(=S)[nH]2)cc1 | 4 | 0 | -1.3 | 1.2 | -1 | 100* | -11 | -3 | -16
CCCc1cc(C(=O)NCc2ccccc2)no1 | -15 | 0 | -0.9 | 0.7 | -6 | 0.14 | -7 | 1 | -27
COc1ccc(-n2c(=O)n(Cc3ccccc3)c(=O)c3[nH]cnc32)cc1 | 13 | -9 | 0.1 | 0.4 | -7 | 0.2 | -3 | 5 | -13
O=C(NCC1CCCN(Cc2cccc(OCCO)c2)C1)c1ccc(F)cc1 (stereo not drawn) | 28 | -5 | -0.8 | 0.9 | -1 | . | -5 | 2 | -12
N#Cc1c(N)nc2c3c(sc(=N)c2c1N)NC(=O)CC3c1c(F)cccc1Cl (stereo not drawn) | -45 | -4 | 0.7 | 1.2 | 4 | 1.7 | 23 | 16 | -15[20 µM]
COc1ccc(C(=O)Nc2nnc(-c3cccs3)s2)cc1 | -116 | -24 | 0.9 | -0.1 | -11 | 0.068 | 3 | 10 | -6[20 µM]
COc1ccc(NC(=O)Cn2nnc(-c3ccccc3NC(=O)c3ccco3)n2)cc1 | -128 | -63 | 0.7 | 0.5 | -15 | 0 | 4 | -3 | -24
COc1ccc(C(=O)CSc2nnc(CN3CCCCC3)n2-c2ccc(F)cc2)cc1 | 18 | 1 | 8.5 | 4.4 | 1 | -0.041 | -14 | 38 | -19
Cn1c(SCC(=O)Nc2nc3c(s2)CCCC3)nnc1-c1ccccc1 | -11 | -2 | -0.5 | 0.3 | -10 | -4.8* | -7 | 11 | -15
C/C(=N\NC(=O)c1c(Cl)c(C)nn1C)c1ccc(NC(=O)COc2ccc(Cl)cc2C)cc1 | -285 | -29 | 1.3 | 0.0 | -20 | -0.14 | 5 | 5 | -6[20 µM]
COc1ccc(CCNC(=O)Cn2cnc3sc(C)c(-c4ccc(F)cc4)c3c2=O)cc1OC | -5 | -6 | 11 | 5.9 | -9 | -0.86 | 1 | 1 | -17
CC(C)(C)c1nnc(N/N=C/c2ccc(Br)cc2)n(N)c1=O | 26 | 0 | 0.2 | -1.0 | -8 | -0.84 | -7 | 17 | -8
CC(C)(C)c1ccc(C(=O)NCc2cccnc2)cc1 | -3 | 6 | 1.6 | 1.0 | -3 | . | -3 | 13 | -23
O=C(NCCc1ccccc1)c1ccc2nc(-c3ccco3)c(-c3ccco3)nc2c1 | -33 | -9 | 0.4 | -0.5 | 55* | -0.66 | 6 | 15 | -9[20 µM]
COC(=O)/C(=C\c1ccc([N+](=O)[O-])o1)NC(=O)c1ccccc1 | -13 | -39 | 0.3 | 1.2 | 17 | 0.059 | -4 | 14 | -6[20 µM]
CC1CCCCC1NC(=O)COC(=O)/C=C/c1ccc2c(c1)OCO2 (stereo not drawn) | -62 | -21 | -0.4 | 0.5 | 4 | -0.89 | -4 | 20 | -8
COc1ccc(NC(=S)NCCN2CCC(C)CC2)cc1Cl | 1 | 6 | 0.2 | 0.8 | 4 | 0.45 | -9 | 14 | -17
O=c1c(F)cn(C2CCCO2)c(=O)n1Cc1ccc(Cl)cc1 (stereo not drawn) | 22 | 3 | 0.6 | -0.1 | -15 | 0.31 | -2 | 2 | -26
CCC(C)(C)n1nnnc1C(c1ccc2ncccc2c1)N1CCN(c2ccc(O)cc2)CC1 (stereo not drawn) | -26 | -9 | 1.0 | 0.8 | -14 | 0.095 | 0 | 18 | -12
COCCNC(=O)c1cc2c(-c3ccccc3F)nn(C)c2s1 | -90 | -4 | -0.8 | 0.0 | -8 | -0.94 | -5 | 10 | -11
COc1ccc(-n2c(NCCN(C)C)nc3sc4c(c3c2=O)CCCCC4)cc1 | -23 | -9 | 2.0 | 1.4 | -7 | . | 4 | -5 | -19[20 µM]
O=C(Nc1ccon1)c1ccc(Br)o1 | -44 | 2 | 1.0 | 0.8 | -3 | -0.48 | -2 | -1 | -12[20 µM]
CS(=O)(=O)N1CCN(c2ccc(NC(=S)NC(=O)c3ccc4c(c3)OCO4)cc2)CC1 | -4 | 4 | 0.4 | 1.2 | -11 | -0.044 | -13 | 10 | -25
Cc1c(N2C(=O)CSC2c2ccco2)c(=O)n(-c2ccccc2)n1C (stereo not drawn) | 0 | -11 | 0.3 | 0.6 | -11 | -0.14 | 4 | -7 | -17
COc1ccc(OCC(O)Cn2ccnc2C)cc1 (stereo not drawn) | -2 | 2 | -0.2 | 1.4 | -13 | -0.8 | 1 | 4 | -11[20 µM]

Rewritten tab-delimited: 4 of the compounds above
mol	Calpain2 inh	TbHK1 inh	TRPN1 ag	TRPML3 ag	EBV gp42 inh	Cl transport mod	Thrombin inh	PPC-1+TRAIL kill	Furin inhibitor
COc1ccc(-n2c(NCCN(C)C)nc3sc4c(c3c2=O)CCCCC4)cc1	-23	-9	2.0	1.4	-7	.	4	-5	-19[20 µM]
O=C(Nc1ccon1)c1ccc(Br)o1	-44	2	1.0	0.8	-3	-0.48	-2	-1	-12[20 µM]
CS(=O)(=O)N1CCN(c2ccc(NC(=S)NC(=O)c3ccc4c(c3)OCO4)cc2)CC1	-4	4	0.4	1.2	-11	-0.044	-13	10	-25
Cc1c(N2C(=O)CSC2c2ccco2)c(=O)n(-c2ccccc2)n1C (stereo not drawn)	0	-11	0.3	0.6	-11	-0.14	4	-7	-17
